Compound activity: PubChem BioAssay, several laboratories
3CLpro inhibitor: SARS-CoV 3CLpro protease inhibitors, primary screen, biochemical, quenched FRET; Replicase polyprotein 1ab (Severe acute respiratory syndrome coronavirus), P0C6X7; 290,000 compounds, 0.14% hits; inhibition, % at 6 µM; recombinant SARS-CoV 3CLpro, quenched FRET peptide cleavage; in the data active = inhibition above about 12%
Rv3671c inh: Rv3671c serine protease inhibitors, primary screen, biochemical, fluorescence polarization, M. tuberculosis H37Rv | P9WHR9 | inhibition, % at 5.96 µM | 320,000 compounds, 0.048% hits | AID 2606, 2010; in the data active = inhibition above about 38%;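 also: extracellular domain of Rv3671c used as enzyme; 0% = enzyme with DMSO and 100% = no enzyme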
Yp Topo-I inh: Yersinia pestis topoisomerase I inhibitors, primary screen, biochemical, cleavage product accumulation, plate reader, single point. DNA topoisomerase I (Yersinia pestis CO92). Y. pestis Topo-I cleavage product accumulation. activity, % at 10 µM. 360,000 compounds, 0.064% hits. AID 504884, 2011; in the data active = activity above about 50%, passing the limit was not always enough; also: inactives centre near 2
PriA SSB inh: inhibitors of Klebsiella pneumoniae PriA binding to SSB C-terminal tail, primary screen, biochemical, AlphaScreen | AID 1272365, 2023 | 430,000 compounds, 0.6% hits | inhibition, % at 33 µM | AlphaScreen SSBct-PriA binding, biotinylated peptide | PriA–SSB C-terminal tail interaction (Klebsiella pneumoniae); in the data active = inhibition mostly above about 37%, no sharp cut-off; inactive = mostly below about 20%;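 also: plate controls were negative control peptide for no effect and reference peptide for full effect; strong numbers were not always called active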
BH1578 lux ind: inducers of Vibrio cholerae quorum light production without autoinducers, primary screen, BH1578 luxS cqsA deficient, single point; V. cholerae BH1578 lux reporter, luminescence, 6 h; activation, % at 18.7 µM; 350,000 compounds, 0.16% hits; AID 588436, 2011; in the data active = activation mostly above about 9.7%, no sharp cut-off; also: not every result past the cut was called active; inactives centre near 0; reference of the scale not given here
PfHsp40 rescue: rescue of yeast from PfHsp40 toxicity, primary screen, S. cerevisiae, ATP luminescence | S. cerevisiae expressing PfHsp40, growth rescue | growth rescue, % at 12.5 µM | 340,000 compounds, 0.68% hits; in the data active = growth rescue above about 28%, passing the limit was not always enough;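 also: yeast W303a lacking pdr1 and pdr3 grown in galactose medium; growth measured after three days at 30 °C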
MazF activator: activators of E. coli MazEF toxin-antitoxin RNase, primary screen, biochemical, fluorescence, uHTS. Endoribonuclease toxin MazF (Escherichia coli (strain K12)), P0AE70. FAM/BHQ RNA-DNA oligo cleavage fluorescence, 5 h. activation, % at 20 µM. 350,000 compounds, 0.32% hits. AID 504720, 2011; in the data active = activation above about 50%
VHR inh abs: VHR1 phosphatase inhibitors, primary screen, biochemical, absorbance, uHTS; Dual specificity protein phosphatase 3 (Homo sapiens), P51452; recombinant VHR phosphatase, pNPP absorbance; inhibition, % at 13.3 µM; 290,000 compounds, 0.52% hits; AID 1654, 2009; in the data active = inhibition above about 50%; also: some compounds called inactive have numbers as strong as hits
TcdB GH inh: TcdB glycohydrolase inhibitors, primary screen, biochemical, single point, plate reader; Toxin B (Clostridioides difficile), P18177; TcdB glycohydrolase enzymatic assay; 350,000 compounds, 0.24% hits; inhibition, % at 9.99 µM; in the data active = inhibition above about 10%
Target sequence (P18177 whole entry, looked up): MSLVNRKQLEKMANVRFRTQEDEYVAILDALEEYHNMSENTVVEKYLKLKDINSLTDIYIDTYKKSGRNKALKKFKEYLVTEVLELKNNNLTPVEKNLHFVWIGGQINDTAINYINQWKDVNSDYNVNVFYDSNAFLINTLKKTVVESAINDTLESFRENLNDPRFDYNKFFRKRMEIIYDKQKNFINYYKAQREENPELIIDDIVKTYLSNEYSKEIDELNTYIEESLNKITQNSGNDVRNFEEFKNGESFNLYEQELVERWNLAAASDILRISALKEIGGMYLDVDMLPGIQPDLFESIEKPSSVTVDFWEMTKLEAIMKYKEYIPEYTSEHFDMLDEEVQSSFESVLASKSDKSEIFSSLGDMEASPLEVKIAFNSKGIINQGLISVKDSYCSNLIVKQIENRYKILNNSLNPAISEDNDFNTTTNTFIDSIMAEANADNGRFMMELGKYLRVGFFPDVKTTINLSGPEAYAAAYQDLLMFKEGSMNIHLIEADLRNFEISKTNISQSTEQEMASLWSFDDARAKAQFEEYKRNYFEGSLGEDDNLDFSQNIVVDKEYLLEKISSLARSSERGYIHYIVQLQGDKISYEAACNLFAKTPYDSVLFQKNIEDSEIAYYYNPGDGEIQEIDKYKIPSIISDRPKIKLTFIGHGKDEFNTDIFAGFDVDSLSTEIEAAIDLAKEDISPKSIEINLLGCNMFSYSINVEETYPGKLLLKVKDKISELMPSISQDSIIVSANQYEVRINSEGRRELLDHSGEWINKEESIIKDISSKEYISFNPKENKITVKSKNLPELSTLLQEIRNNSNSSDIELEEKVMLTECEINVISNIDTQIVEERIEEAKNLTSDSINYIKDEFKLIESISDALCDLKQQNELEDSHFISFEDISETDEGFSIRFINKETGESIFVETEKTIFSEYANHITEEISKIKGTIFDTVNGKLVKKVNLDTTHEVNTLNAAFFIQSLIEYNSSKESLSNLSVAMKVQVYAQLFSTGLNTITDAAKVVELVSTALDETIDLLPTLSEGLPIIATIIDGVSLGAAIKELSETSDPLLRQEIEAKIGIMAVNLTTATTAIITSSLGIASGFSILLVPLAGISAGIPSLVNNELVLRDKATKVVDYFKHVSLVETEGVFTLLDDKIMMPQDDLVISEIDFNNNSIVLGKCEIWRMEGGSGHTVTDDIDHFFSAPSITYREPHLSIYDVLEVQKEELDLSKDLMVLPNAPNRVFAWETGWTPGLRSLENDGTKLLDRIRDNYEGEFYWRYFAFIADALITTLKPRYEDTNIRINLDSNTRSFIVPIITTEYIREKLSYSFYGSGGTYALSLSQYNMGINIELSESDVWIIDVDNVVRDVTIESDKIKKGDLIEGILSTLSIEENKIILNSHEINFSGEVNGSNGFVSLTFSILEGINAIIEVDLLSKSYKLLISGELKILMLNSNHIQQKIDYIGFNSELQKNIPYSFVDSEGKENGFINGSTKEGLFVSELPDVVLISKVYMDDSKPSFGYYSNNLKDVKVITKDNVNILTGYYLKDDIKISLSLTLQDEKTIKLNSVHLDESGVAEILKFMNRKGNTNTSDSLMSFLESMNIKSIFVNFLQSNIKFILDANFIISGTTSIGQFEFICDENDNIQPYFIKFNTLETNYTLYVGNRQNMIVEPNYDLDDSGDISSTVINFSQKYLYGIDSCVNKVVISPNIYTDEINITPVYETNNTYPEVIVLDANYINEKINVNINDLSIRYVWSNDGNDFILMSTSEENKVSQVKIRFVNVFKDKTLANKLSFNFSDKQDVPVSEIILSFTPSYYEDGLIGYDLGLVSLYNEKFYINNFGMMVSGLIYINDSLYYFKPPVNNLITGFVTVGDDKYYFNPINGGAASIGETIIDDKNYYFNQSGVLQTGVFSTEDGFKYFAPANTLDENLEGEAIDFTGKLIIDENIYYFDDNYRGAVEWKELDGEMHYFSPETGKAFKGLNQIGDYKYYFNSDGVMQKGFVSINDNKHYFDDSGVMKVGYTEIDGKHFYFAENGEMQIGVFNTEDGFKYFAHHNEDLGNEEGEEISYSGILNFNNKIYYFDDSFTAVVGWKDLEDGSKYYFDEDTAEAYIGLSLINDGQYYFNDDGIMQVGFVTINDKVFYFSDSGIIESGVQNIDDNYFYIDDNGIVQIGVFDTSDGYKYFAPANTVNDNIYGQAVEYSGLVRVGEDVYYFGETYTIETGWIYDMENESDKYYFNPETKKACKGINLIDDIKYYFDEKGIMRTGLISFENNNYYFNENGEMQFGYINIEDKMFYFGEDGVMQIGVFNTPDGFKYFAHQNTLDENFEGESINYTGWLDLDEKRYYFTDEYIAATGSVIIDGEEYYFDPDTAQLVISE
Anthrax LF prot: Bacillus anthracis LF protease inhibitors, primary screen, biochemical, multiplex microsphere, MLPCN library | Lethal factor (Bacillus anthracis), P15917 | multiplex microsphere protease cleavage assay | inhibition, % at 10 µM | 360,000 compounds, 0.12% hits | AID 588501, 2011; in the data active = inhibition above about 30%; also: plate controls were buffer without enzyme for full effect and enzyme alone for no effect
* = called active by the depositor; i = inactive; x = not tested or not shown; & = joins results of further samples; ! = a repeat was not active.

SMILES | 3CLpro inhibitor | Rv3671c inh | Yp Topo-I inh | PriA SSB inh | BH1578 lux ind | PfHsp40 rescue | MazF activator | VHR inh abs | TcdB GH inh | Anthrax LF prot
COCCN(C(=O)CNC(=O)c1ccco1)C(C(=O)NC1CCCCC1)c1cccc(OC)c1 (centres undefined) | -3 | -11 | 3 | -10 | i | 0.2 | -5 | 6 | x | 5
Cc1cccc(-c2nc(CN3CCN(C(=O)C4CCCO4)CC3)cs2)c1 (centres undefined) | -3 | -12 | 16 | 3 | -0.2 | -0.7 | -2 | 17 | 1.0 | 1
CCCc1ccc(C(=O)NC(=O)c2ccccc2O)cc1 | 2 | -2 | -13 | -6 | -1.3 | 3.3 | -7 | 12 | 2.4 | x
O=S(=O)(Nc1ccccn1)c1cccs1 | 3 | 6 | 4 | -8 | i | 0.6 | 6 | 18 | -0.9 | 0
O=C(NCc1cccc(C(F)(F)F)c1)C1CC(c2cccc(F)c2)=NO1 (centres undefined) | x | 4 | 11 | -17 | 0.6 | 3.3 | 1 | 11 | 1.2 | 0
CCOC(=O)c1c(C)[nH]c(/C(C)=N/O)c1C | -5 | 3 | -15 | x | i | 0.8 | -1 | -14 | 3.4 | -1
COc1ccc(CSc2cccc3cccnc23)cc1[N+](=O)[O-] | 3 | -2 | 11 | 45* | -0.2 | 7.9 | -10 | -1 | 2.0 | -1
CN(CC1COCCO1)c1nc2nonc2nc1N1CCSCC1 (centres undefined) | 2 | 3 | -2 | -10 | -0.3 | 0.1 | 11 | 25 | 0.6 | -2
O=[N+]([O-])c1ccc(Nc2nc(N/N=C\c3ccc4c(c3)OCO4)nc(N3CCCCC3)n2)cc1 | 4 | -22 | -2 | x | -17 | 2.1 | -4 | 29 | x | -4
O=[n+]1c2c(n([O-])c3cc(F)ccc31)CCCC2 | 7 | 3 | 4 | 4 | x | 1.1 | 3 | 10 | x | 7
COCCNC(=O)[C@@H]1CCCN1S(=O)(=O)c1cccc2cccnc12 | x | -11 | 5 | -4 | -0.4 | -0.3 | 5 | x | 0.3 | -2
Cc1cccc(N2CC(C(=O)Nc3nnc(SCc4cccnc4)s3)CC2=O)c1 (centres undefined) | -1 | 10 | 7 | -4 | i | -1.2 | -1 | 41 | -0.8 | -4
Cn1c(=O)[nH]c(=O)c2[nH]c(N(Cc3ccccc3)Cc3ccccc3)nc21 | 6 | 2 | 30 | -3 | -0.5 | -0.8 | 18 | 21 | x | -6
O=C(Nc1cc([N+](=O)[O-])ccc1Cl)C(Sc1ccccc1)c1ccccc1 (centres undefined) | -2 | -29 | -3 | 34 | -0.4 | -1.1 | -10 | 10 | 1.6 | -2
COc1cccc(-c2noc(C3CCCN(C(=O)c4cccc(F)c4)C3)n2)c1 (centres undefined) | -6 | x | 21 | -18 | -0.3 | -0.3 | -8 | 23 | -0.4 | -10
Cn1c(C(=O)NCCC2=CCCCC2)cc2c(=O)n3ccccc3nc21 | -2 | -1 | 5 | -3 | -0.4 | 0.8 | 2 | -1 | x | -18
CC(=O)NNc1ccc(C(F)(F)F)cc1[N+](=O)[O-] | 1 | 1 | -2 | 6 | i | 1.4 | 0 | 9 | 0.3 | -3
CCOC(=O)c1c(C)n(C)c2ccc(OC)c(NS(=O)(=O)CC)c12 | 2 | 3 | -8 | 18 | -0.2 | -0.1 | 1 | -9 | x | -1
OC1CCCN(CC(O)COC(c2ccc(F)cc2)c2ccc(F)cc2)C1 (centres undefined) | 5 | 0 | 0 | 9 | i | 1.5 | 4 | 13 | 0.7 | -6
CCOC1CC(C)(C)NC(=S)N1 (centres undefined) | 5 | -7 | 1 | -2 | -2.0 | 0.9 | -1 | 0 | x | -2
NC(=O)C1CCN(CC(=O)Nc2ccc(S(=O)(=O)N3CCOCC3)cc2)CC1 | 1 | 2 | 8 | 6 | -4.0 | 0.9 | 7 | 7 | 0.8 | 18
OC[C@@H]1CN(Cc2ccncc2)C[C@H](n2cnc3c(NC4CCCC4)ncnc32)O1 | x | x | 1 | x | -0.3 | x | x | x | 1.6 | 5
C=C(C)CN(CC)Cc1c(C(=O)N(C)CCCC)nc2ccccn12 | 1 | 1 | 6 | 3 | i | -0.7 | 12 | 19 | 0.9 | -2
O=C(Nc1ccccc1N1CCN(C(=O)c2ccc(Cl)cc2)CC1)c1cccc([N+](=O)[O-])c1 | 14* | -5 | 17 | 9 | -1.1 | 0.6 | 0 | -3 | -0.7 | -2
Cc1c(C)c2ccc(OC3CCCCC3=O)cc2oc1=O (centres undefined) | -3 | -2 | 18 | 5 | i | 0.2 | 7 | -6 | x | -1
SMILES | 3CLpro inhibitor | Rv3671c inh | Yp Topo-I inh | PriA SSB inh | BH1578 lux ind | PfHsp40 rescue | MazF activator | VHR inh abs | TcdB GH inh | Anthrax LF prot
CS(=O)(=O)Nc1ccc(C(=O)NCCSCc2ccco2)cc1 | 1 | -1 | -10 | -10 | -0.1 | -0.7 | 7 | -5 | x | -6
FC(F)(F)Oc1ccc(NC(=S)NCc2ccccc2)cc1 | 3 | -19 | 6 | -19 | 8.3 | 4.5 | 6 | 3 | 2.5 | -1
O=C1NCCCC2c3c(cc(Br)c(O)c3Br)OC12N1CCCCC1 (centres undefined) | 1 | 4 | 6 | 15 | i | 0.0 | -11 | 22 | x | -1
Cc1cccc(N2C(=O)CC(N(C(=O)c3ccco3)c3cccc(C)c3)C2=O)c1 (centres undefined) | 1 | 4 | 0 | -1 | i | -0.6 | -3 | 4 | x | 0
C=CCOc1cccc(/C=N/NC(=O)C(OC)c2ccccc2)c1 (centres undefined) | -1 | 0 | -4 | x | -0.2 | -1.1 | 8 | 34 | 0.8 | 3
COc1ccc(CNC(=O)CCC(=O)n2ncc3cc(C)ccc32)cc1 | -6 | -2 | -6 | -3 | 0.2 | -0.6 | 1 | 29 | 0.9 | -10
CCN(CC)S(=O)(=O)c1ccc2[nH]c(=O)[nH]c2c1 | 3 | 6 | -10 | 5 | 1.0 | -0.5 | -8 | 12 | x | 9
Cc1noc(C)c1S(=O)(=O)N1CCCC(C(=O)Nc2ccc(Cl)cn2)C1 (centres undefined) | -3 | 8 | 11 | -5 | i | 0.5 | -4 | 0 | x | -3
CCOC(=O)CNC(=O)C(CC(N)=O)NC(=O)OC(C)(C)C (centres undefined) | -1 | 5 | -2 | -5 | -0.2 | x | -9 | 19 | 2.4 | x
CC(Sc1nnc(-c2cccs2)n1-c1ccccc1)C(=O)NCc1ccc2c(c1)OCO2 (centres undefined) | -1 | 2 | 8 | -1 | 7.2 | 1.0 | -2 | 16 | x | 0
Cc1ccc(NC(=O)CSCC(=O)N2CCCc3ccccc32)cc1 | x | -2 | 20 | 3 | i | 4.8 | 2 | x | -1.1 | 2
Cc1ccc(N2C(=O)C(Cl)=C(N3CCCCCC3)C2=O)cc1 | -2 | 2 | 4 | -49 | -0.4 | 1.3 | -3 | -20 | -0.3 | -3
COc1ccccc1N(Cc1ccccc1)S(=O)(=O)c1cccc(C(=O)Nc2cc(C)ccn2)c1 | 3 | -27 | 24 | -31 | -0.6 | 1.0 | -8 | 28 | 1.6 | -4
C[C@H](NC(=O)[C@H](Cc1ccccc1)n1c(=O)[nH]c2ccccc2c1=O)C(=O)N1CCC[C@H]1C(=O)O | 0 | 0 | -1 | -16 | -0.4 | 1.9 | -7 | 12 | 1.2 | 10
Cc1cc2cc(CNC(=O)Nc3cccc(Cl)c3)ccc2n1C | -3 | -13 | -19 | 60*! | -0.2 | -0.6 | 3 | 11 | 1.5 | -137
CC1(C)CC(NC(=O)C(F)(F)F)CC(C)(C)N1OC(=O)c1ccco1 | 0 | -4 | -3 | -4 | 6.0 | -0.2 | 5 | 21 | x | -1
C=CCNC(=S)N(Cc1ccccc1)Cc1ccc(F)cc1 | 0 | 7 | -10 | -32 | 0.7 | 4.6 | 11 | -2 | 2.5 | 1
CC(C)NC(=O)c1cc(C2CCCCN2C(=O)c2ccc(Cl)cc2)on1 (centres undefined) | x | x | 5 | x | i | x | x | x | 0.9 | -3
CCOc1ccccc1N1CC(C(=O)Nc2ccc(C(=O)O)cc2)CC1=O (centres undefined) | -3 | 6 | 3 | -8 | x | 2.1 | 4 | -5 | -0.8 | 2
CCCCC(=O)Nc1nnc(CCc2ccccc2)s1 | 0 | -1 | 9 | -9 | 0.7 | 1.5 | -6 | 30 | -1.7 | -11
Oc1c(Br)cc(Br)cc1/C=N/c1nc2c(s1)CCCC2 | 0 | -4 | 1 | x | -5.6 | 0.2 | -8 | x | x | -1
COC(COC(N)=O)C1=C(N2CC2)C(=O)C(C)=C(N2CC2)C1=O (centres undefined) | x | x | -4 | 2 | 5.6 | -0.5 | -14 | x | -4.6 | -6
COC(=O)C1=C(c2cccc(OC)c2OC)C[C@@H]2CC[C@H]1N2C(=O)N1CCCC1 | x | 13 | 7 | -1 | -0.8 | 2.6 | 2 | x | 1.3 | 4
CC(C)c1cc(C(=O)N2CCCC(CCC(=O)NCc3ccccc3F)C2)n(C)n1 (centres undefined) | 2 | 0 | 2 | 1 | -0.2 | -0.2 | -4 | 10 | 1.4 | -7
Cc1ccccc1-n1c(=O)n(Cc2ccccc2)c(=O)c2[nH]cnc21 | -4 | 8 | -1 | -2 | i | -1.1 | -1 | 18 | 0.3 | -10

Four of these compounds in another layout:
| Compound | 3CLpro inhibitor | Rv3671c inh | Yp Topo-I inh | PriA SSB inh | BH1578 lux ind | PfHsp40 rescue | MazF activator | VHR inh abs | TcdB GH inh | Anthrax LF prot |
| --- | --- | --- | --- | --- | --- | --- | --- | --- | --- | --- |
| Cc1cc2cc(CNC(=O)Nc3cccc(Cl)c3)ccc2n1C | -3 | -13 | -19 | 60*! | -0.2 | -0.6 | 3 | 11 | 1.5 | -137 |
| CC1(C)CC(NC(=O)C(F)(F)F)CC(C)(C)N1OC(=O)c1ccco1 | 0 | -4 | -3 | -4 | 6.0 | -0.2 | 5 | 21 | x | -1 |
| C=CCNC(=S)N(Cc1ccccc1)Cc1ccc(F)cc1 | 0 | 7 | -10 | -32 | 0.7 | 4.6 | 11 | -2 | 2.5 | 1 |
| CC(C)NC(=O)c1cc(C2CCCCN2C(=O)c2ccc(Cl)cc2)on1 (centres undefined) | x | x | 5 | x | i | x | x | x | 0.9 | -3 |

More structures:
SMILES | 3CLpro inhibitor | Rv3671c inh | Yp Topo-I inh | PriA SSB inh | BH1578 lux ind | PfHsp40 rescue | MazF activator | VHR inh abs | TcdB GH inh | Anthrax LF prot
Cc1ccc(CS(=O)Cc2ccc(C(=O)NCc3ccccc3)o2)cc1 (centres undefined) | 3 | 5 | 2 | -13 | -0.4 | -1.1 | 9 | -20 | 0.8 | -5
CCn1c(CSc2ncn[nH]2)nc2cc(C(=O)O)ccc21 | 0 | -5 | 2 | 0 | 3.1 | 0.4 | -17 | 23 | -0.5 | -6
O=S(=O)(N1CCCCC1)n1c(Cc2ccccc2)nc2ccccc21 | 1 | 1 | 28 | 3&-45 | -1.5 | 0.5 | -3 | -1 | x | 3
O=C(CSc1nnc(Cc2ccsc2)o1)c1ccccc1 | 1 | 1 | -6 | -15 | i | x | 3 | 12 | 0.3 | x
O=C(Nc1cccc(O)c1)c1cc(-c2ccco2)on1 | 7 | -1 | -3 | 0 | i | -1.1 | 12 | 16 | x | -1
Cc1ccc(OCCn2c(=O)cnc3ccccc32)cc1 | -8 | 2 | 6 | 2 | i | -0.3 | -3 | 9 | x | -2

Some of the compounds tested; the hit share may differ from the screen's.
